NOD1 NF-kB reporter: NOD1 signaling inhibitors, primary screen, cell-based, luminescence, uHTS (AID 1578). inhibition, % at 4 µM; hits with a dose series show EC50 in µM. 290,000 compounds, 1% hits. NOD1-driven NF-kB luciferase reporter cells, luminescence; higher % means a stronger effect; in the data active means inhibition mostly above about 36%, no sharp cut-off; inactive means mostly below about 34%;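 further: HEK-293T reporter cells stimulated with the NOD1 agonist gamma-tri-DAP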
Dynein transport: inhibitors of GR-EGFP nuclear translocation, primary screen, dynein cargo transport inhibitor project, imaging, high-content, 3617.4 mouse cells; z-score, hits read low; 220,000 compounds, 0.47% hits; test concentration mostly 20 µM; stimulated with dexamethasone, 1 µM; active compounds read low;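 active means plate z-score of nuclear minus cytoplasmic receptor signal below a set negative limit, without overly bright fluorescence or cell loss, cut at about -3.5 in these data, passing the limit was not always enough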;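 further: z-score of nuclear minus cytoplasmic ring GR-EGFP intensity difference per well; some compounds called inactive have numbers as strong as hits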
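medium = tetracycline-free induction medium containing charcoal-stripped FBS | probe or stimulus = dexamethasone, 1.0 µM final | timing = 48 h induction, then 1 h compound, then 30 min agonist, 37 °C | detection = automated 10x imaging of fixed Hoechst-stained cells | read-out basis = nuclear versus cytoplasmic GR-EGFP signal, averaged per well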
NOD2 inhibition: NOD2 signaling inhibitors, cell-based, luminescence, uHTS, HEK293 (AID 1566); HEK293 NOD2/NF-kB luciferase reporter, luminescence; higher % means a stronger effect; inhibition, % at 4 µM, or EC50 in µM where a hit was titrated; 290,000 compounds, 0.63% hits; further: many of its hits are not listed in these tables
P. falciparum M17LAP: P. falciparum M17LAP inhibitors, primary screen, biochemical, fluorogenic H-Leu-NHMec substrate, 1536-well (AID 1619) | Leucine aminopeptidase (Plasmodium falciparum (isolate 3D7)) | recombinant M17LAP, H-Leu-NHMec fluorogenic kinetic assay; higher % means a stronger effect | inhibition, % at 30 µM, or IC50 in µM where a hit was titrated | 220,000 compounds, 0.38% hits;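 active means compound inhibiting the enzyme by more than half at any dose during confirmatory dose-response retesting; inconclusive means strong single-dose inhibitors picked by rank but not retested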;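 further: plate controls were full reaction with DMSO carrier for no effect and no enzyme background for full effect; strong numbers were not always called active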
KOR beta-arrestin-1: KOR antagonists, beta-arrestin recruitment, cell-based, luminescence, uHTS (AID 1778); Kappa-type opioid receptor (Homo sapiens); KOR beta-arrestin recruitment, luminescence, antagonist mode; higher % means a stronger effect; inhibition, % at 10 µM; hits with a dose series show IC50 in µM; 290,000 compounds, 0.091% hits; further: strong numbers were not always called active
KOR beta-arrestin-2: KOR agonists, beta-arrestin recruitment, primary screen, cell-based, luminescence, uHTS (AID 1777); 280,000 compounds, 0.02% hits; KOR beta-arrestin recruitment, luminescence; higher % means a stronger effect; activation, % at 10 µM; hits with a dose series show EC50 in µM; in the data active means activation above about 50%, passing the limit was not always enough; further: a part of the inactive calls stands beside numbers as strong as those of hits
GPR55 activation: GPR55 agonists via beta-arrestin recruitment, primary screen, imaging, U2OS cells, beta-arrestin-GFP redistribution (AID 1961). G-protein coupled receptor 55 (Homo sapiens). U2OS GPR55 beta-arrestin-GFP redistribution imaging; higher % means a stronger effect. activation, % at 10 µM; hits with a dose series show EC50 in µM. 290,000 compounds, 0.048% hits;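 active means activation above 40% with more than 50 cells counted in the well; inconclusive means wells holding fewer than 50 cells, flagged as toxic or sparse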;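 further: U2OS osteosarcoma cells stably expressing GPR55 and beta-arrestin-GFP; plate controls were DMSO negative control for no effect and LPI positive control for full effect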
AID2073: inhibitors of Mint1-CaV2.2 protein interaction, biochemical, HTRF (AID 2073) | Voltage-dependent N-type calcium channel subunit alpha-1B (Homo sapiens) | HTRF protein-protein interaction, Mint1-CaV2.2; higher % means a stronger effect | one-dose inhibition, % at 20 µM; IC50 in µM for titrated hits | 290,000 compounds, 0.19% hits; in the data active means inhibition mostly above about 51%, no sharp cut-off; inconclusive means no clear call, values can overlap the other calls; inactive means mostly below about 53%; further: some results filed as inactive read as strong as hits
P. falciparum M1AAP: P. falciparum M1AAP inhibitors, biochemical, fluorogenic H-Leu-NHMec substrate, 1536-well (AID 1445) | recombinant M1AAP, H-Leu-NHMec fluorogenic kinetic assay; higher % means a stronger effect | inhibition, % at 30 µM; hits with a dose series show IC50 in µM | 220,000 compounds, 0.42% hits;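 active means primary inhibition above the hit cutoff, then over 50% inhibition at one or more dose response concentrations, cut at about 23% in these data, passing the limit was not always enough; inconclusive means conflicting primary data, or primary hits not chosen for dose response; inactive means low primary inhibition, or under 50% at every dose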;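 further: plate controls were DMSO full reaction for no effect and no enzyme background for full effect; strong numbers were not always called active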
Dynein transport cytoplasmic EGFP: recorded beside Dynein transport, whose call it bears; z-score; measured here: cytoplasmic GR-EGFP intensity; active compounds read high
Dynein transport nuclear GR-EGFP: second read-out of Dynein transport, no call of its own (marks repeat the call); z-score; measured here: nuclear GR-EGFP intensity;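 lower value marks the stronger effect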
Dynein transport cell count: further read-out of Dynein transport, marked with its call; z-score; measured here: cell count per field
* hit, by the source's call; ? = inconclusive; · = no result given; [ ] = another dose, or the depositor's remark. Unless noted, no stated cut-off is given here; in the data, active means inhibition above about 50%; inactive means the rest. The list is partial, so the mix of outcomes need not match the whole.

Values run as follows: NOD1 NF-kB reporter	Dynein transport	Dynein transport cytoplasmic EGFP	Dynein transport nuclear GR-EGFP	Dynein transport cell count	NOD2 inhibition	P. falciparum M17LAP	KOR beta-arrestin-1	KOR beta-arrestin-2	GPR55 activation	AID2073	P. falciparum M1AAP
- Cc1ccc2cc(CN(Cc3ccco3)S(=O)(=O)c3c(C)ccc4nsnc34)c(=O)[nH]c2c1
    12%	0.16	-0.17	0.58	-0.54	23%	-2%	-44%	0.5%	-0.2%	15%	8%
- C/C(=N\NC(=O)c1ccc(C)cc1C)c1ccc2c(c1)OCO2
    -12%	0.2	-0.25	0.15	0.82	18%	21%	-21%	4.6%	-0.1%	0%	-1%
- COc1cc(CCN2C(=O)c3cccc4cccc(c34)C2=O)c(S(=O)(=O)NCCO)cc1OC
    -28%	-0.54	-0.28	-0.55	0.47	0%	-13%	-37%	1.1%	-0.2%	8%	17%
- CN(Cc1ccccc1)C1CCN(Cc2ccccc2[N+](=O)[O-])CC1
    20%	·	·	·	·	-15%	·	2%[20 µM]	15%	-0.1%	-14%	·
- CC(=O)OCC1=C(C(=O)O)N2C(=O)C(NC(=O)C(C)Cn3nc(C)c(Cl)c3C)C2SC1 (centres undefined)
    -10%	-0.86	-0.22	-0.32	0.43	12%	15%	-3%	-2.7%	0.0%	23%	4%
- COc1cc(C(C)=O)ccc1OCC(O)Cn1nc(C)c(C(C)=O)c1C (centres undefined)
    -9%	·	·	·	·	11%	·	-23%[20 µM]	0.9%	-0.1%	8%	·
- O=C(NCc1cccc(F)c1)C1CCC(=O)N(CCc2cccc(F)c2)C1 (centres undefined)
    -25%	·	·	·	·	1%	·	8%	1.6%	-0.1%	8%	·
- COc1ccc(C(=O)Nc2ccc(N3CCOCC3)cc2)cc1S(=O)(=O)NC1CCCC1
    -22%	-0.44	-0.3	-0.13	-0.18	20%	0%	-13%	-3.1%	0.6%	-4%	6%
- COc1ccc(-n2ncc3c(NCc4cccs4)ncnc32)cc1
    -31%	0.56	-0.13	0.49	1.3	-58%	14%	-13%	3.5%	-0.1%	26%	5%
- COc1ccccc1N1CCN(C2CCN(C(=O)c3ccc(F)cc3)CC2)CC1
    4%	-0.43	0.47	0.82	-0.31	3%	-2%	6%	-1.9%	0.0%	1%	-1%
- COc1cc(/C(C)=N\NC(=O)CSc2nc3ccccc3n2C)ccc1O
    -4%	-0.14	-0.17	0.3	0.16	14%	17%	-6%	3.2%	-0.2%	-7%	11%
- O=C1C2CCCN2C(=O)N1CCCN1CCN(c2cccc(Br)c2)CC1 (centres undefined)
    16%	·	·	·	·	2%	·	-18%	7.4%	0.2%	7%	·
- CCN(CC)S(=O)(=O)c1cccc(-c2n[nH]c(=S)n2CC(C)C)c1
    -31%	-0.31	-0.27	-0.033	0.17	5%	-10%	24%	-1.3%	0.7%	?	1%
- CCn1c(C)nc2cc(C(=O)N/N=C/c3ccc(O)c(O)c3O)ccc21
    3%	-0.98	-0.32	-0.39	1.3	-11%	6%	-16%[20 µM]	-2.0%	-0.1%	?	19%
- COC(=O)C1=C(CN2CCCc3ccccc32)NC(=O)NC1c1ccc(F)cc1 (centres undefined)
    18%	-0.8	-0.28	0.25	0.9	42%	17%	-34%	2.1%	-0.1%	-2%	14%
- COc1ccc(C(=O)OCC(=O)Nc2nc3c(F)c(F)c(F)cc3s2)cc1OC
    -34%	0.29	-0.2	0.66	-0.27	5%	-4%	16%	-1.0%	-0.2%	?	2%
- CCCc1nc2c(sc3nc4c(cc32)COC(C)(C)C4)c(=O)n1CCN(CC)CC
    -16%	0.45	-0.24	0.32	0.085	8%	3%	0%	0.7%	0.1%	-4%	2%
- NNC(=O)c1cc(-c2ccc(O)cc2)nc2ccc(Br)cc12
    -3%	0.98	-0.27	0.46	-0.077	9%	-16%	-8%	-1.8%	-0.1%	11%	-5%
- Cc1cccc(N2CCN(C(=S)Nc3ccc4nc5n(c(=O)c4c3)CCCCC5)CC2)c1C
    -18%	-0.9	-0.29	-0.25	0.59	24%	6%	-14%	0.6%	-0.1%	1%	6%
- COc1ccc(CN(C(=O)CSc2nnc(-c3ccc(F)cc3)o2)c2ccc(F)cc2)cc1
    16%	-0.69	-0.093	0.38	0.26	-50%	0%	1%	2.5%	-0.2%	-6%	1%
- COc1ccc(-c2ccc(SCC(=O)N3CCOCC3)nn2)cc1
    10%	0.02	-0.2	0.19	0.17	10%	-3%	-9%	4.8%	-0.3%	3%	1%
- COCCCNC(=O)CSc1c2c(nc3ccc(Cl)cc13)CCCC2
    19%	-0.89	-0.14	-0.5	0.29	3%	-1%	36%	-0.5%	-0.3%	5%	0%
- CN(C)C1=NCCN1CCC1CCCC1
    -19%	·	·	·	·	0%	·	-18%[20 µM]	-1.1%	-0.2%	-3%	·
- CC1(C)N=c2ccc([N+](=O)[O-])c(N)c2=[N+]1[O-]
    12%	-0.039	-0.27	0.29	0.96	28%	6%	11%	2.2%	-0.1%	-20%	-4%
- CCOC(=O)N1CCN(S(=O)(=O)c2ccc(OCC)cc2)CC1
    -2%	0.5	-0.18	0.94	0.3	7%	-6%	13%	-0.2%	-0.1%	0%	-9%
- Cc1ccccc1C(=O)Nc1ccc(S(=O)(=O)N2CCOCC2)cc1
    -7%	·	·	·	·	-1%	·	32%	-3.7%	-0.1%	10%	·
- O=C(CCc1ccccn1)NC1CCCc2c1cnn2-c1ccc(F)cc1F (centres undefined)
    -31%	-1.4	-0.3	-0.59	1.4	-1%	-5%	-8%[20 µM]	·	0.2%	13%	3%
- COc1ccc(/C=N/Nc2cc(C)nc(-n3nc(C)cc3C)n2)c(OC)c1
    9%	-0.21	-0.07	-0.31	0.18	9%	-3%	37%	1.0%	-0.3%	4%	2%
- CC1c2[nH]c3ccccc3c2C[C@H]2C(=O)N(CCCN(C)C)CC(=O)N12 (some centres undefined)
    -1%	·	·	·	·	21%	·	2%	-2.8%	-0.1%	10%	·
- CCOc1ccc(CN(C)C(=O)CNC(=O)C2CCCCC2)cc1OC
    24%	·	·	·	·	-17%	·	-10%	13%	-0.1%	5%	·
- CC(CN1CCC(O)CC1)c1ccccc1 (centres undefined)
    -4%	·	·	·	·	-8%	·	-47%[20 µM]	4.5%	-0.1%	-2%	·
- CCn1c(CC(=O)Nc2cccc(OC)c2)nnc1SCC(=O)N1CCN(c2ccccc2)CC1
    -13%	0.35	-0.23	0.51	0.75	12%	3%	29%	-2.9%	-0.1%	1%	7%
- O=C(c1ccccc1CCc1ccccc1)N1CCOCC1
    -12%	-0.18	-0.27	-0.29	0.17	6%	-4%	-12%	-2.2%	-0.2%	6%	8%
- Cn1c(=O)[nH]c(=O)c2c1nc(SCC(O)CO)n2CCCc1ccccc1 (centres undefined)
    18%	·	·	·	·	3%	·	-2%	-1.0%	-0.2%	4%	·
- Cc1nn(-c2ccc(F)cc2)c(Cl)c1/C=C(\CCC(=O)O)c1nc2ccccc2s1
    14%	0.5	-0.19	1.2	-0.47	14%	25%	6%	-1.0%	-0.1%	-5%	15%
- CCc1ccc(S(=O)(=O)NC2CCCCNC2=O)cc1 (centres undefined)
    -1%	·	·	·	·	21%	·	-9%	-4.6%	0.0%	6%	·
- Cc1cc(C)c(NC(=O)NC2CCCCC2)c(C)c1
    -24%	0.62	-0.31	0.96	-0.0054	11%	-11%	18%	-2.8%	-0.2%	-9%	-2%
- CCOC(=O)c1ccc(N2Cc3cc(C)c(C)cc3C2)cc1O
    -30%	·	·	·	·	-15%	·	29%	-2.2%	-0.1%	3%	·
- Cn1nc(-c2ccc(OCC(=O)Nc3ccccc3)cc2)c2ccccc2c1=O
    -1%	-0.32	-0.27	-0.11	0.32	20%	-6%	2%	0.6%	-0.1%	-3%	2%
- Cn1c(SCC(=O)NNC(=O)c2ccccc2)nnc1C1CC1
    3%	·	·	·	·	4%	·	-30%	-2.2%	0.0%	43%	·
- NC(CSC12CC3CC(CC(C3)C1)C2)C(=O)O (centres undefined)
    -3%	-0.43	-0.36	0.074	0.58	4%	4%	24%	·	-0.2%	-5%	0%
- Nc1ccc(S(=O)(=O)Nc2nccc(/C=C/c3ccc(Cl)cc3Cl)n2)cc1
    ·	2	-0.099	1	-2.3	·	18%	-14%	-5.4%	0.0%	29%	2%
- COc1ccc(N2CC(C(=O)Nc3nnc(SCC(=O)NC(C)(C)C)s3)CC2=O)cc1 (centres undefined)
    -25%	-1.1	-0.27	-0.25	0.78	-1%	7%	-7%	1.0%	0.1%	-2%	12%
- Cc1ccc(NC(=O)CSc2nc(C)c(C)c(C)n2)c([N+](=O)[O-])c1
    -22%	-0.49	-0.31	-0.51	0.74	6%	23%	10%	3.4%	0.1%	-14%	6%
- C=CCc1c(C)nc(-c2ccccc2)nc1N/N=C(\C)c1ccc(N)cc1
    -28%	0.26	-0.32	-0.24	0.1	3%	8%	19%	-0.1%	-0.2%	-12%	-1%
- CCC(C(=O)Nc1cc(C)on1)c1ccccc1 (centres undefined)
    -2%	-0.67	-0.26	-0.05	-0.5	9%	-10%	-4%	10%	0.2%	-5%	-7%
- O=C(COc1ccc(Cl)cc1)NCCSc1ccccc1
    -10%	-0.17	2.4	0.36	-0.049	7%	8%	15%	-2.8%	0.5%	3%	4%

Another view of part of the listing above:
SMILES	NOD1 NF-kB reporter	Dynein transport	Dynein transport cytoplasmic EGFP	Dynein transport nuclear GR-EGFP	Dynein transport cell count	NOD2 inhibition	P. falciparum M17LAP	KOR beta-arrestin-1	KOR beta-arrestin-2	GPR55 activation	AID2073	P. falciparum M1AAP
Cn1c(SCC(=O)NNC(=O)c2ccccc2)nnc1C1CC1	3%	·	·	·	·	4%	·	-30%	-2.2%	0.0%	43%	·
COC(=O)C1=C(CN2CCCc3ccccc32)NC(=O)NC1c1ccc(F)cc1 (centres undefined)	18%	-0.8	-0.28	0.25	0.9	42%	17%	-34%	2.1%	-0.1%	-2%	14%

Screens deposited in PubChem BioAssay by several laboratories.
